RGS7-Gao reg = human RGS7-Galphao interaction regulation; Multiplexed bead flow cytometry, RGS7-Galphao binding; actives lie on both sides; 220,000 tested, 0.35% active; P09471; binding response (% of control), % at 10 µM; in the data active means binding response below about 49% or above about 150%; inconclusive means no clear call, values can overlap the other calls; inactive means in between;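 further: fluorescent Galphao held in activated GDP-AlF4 state binding bead-coupled RGS7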
Bcl-W Bim block = inhibitors of Bim-Bcl-W interaction, human; bead-based flow cytometry, Bim peptide-Bcl-W binding; Q92843; AID 952; 190,000 tested, 0.02% active; inhibition, % at 10 µM;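 further: 0% = bound tracer without compound and 100% = peptide blocker; higher means less fluorescent Bim peptide bound to Bcl-W beads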
Target sequence (Q92843 whole entry, looked up): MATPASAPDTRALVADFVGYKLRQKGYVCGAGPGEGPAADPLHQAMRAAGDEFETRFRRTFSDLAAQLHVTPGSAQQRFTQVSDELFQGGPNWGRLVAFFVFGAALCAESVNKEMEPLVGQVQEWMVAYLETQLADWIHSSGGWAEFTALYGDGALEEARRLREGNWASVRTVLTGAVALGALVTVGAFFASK
Bfl-1 Bim block = human Bim-Bfl-1 interaction inhibition. AID 1008. 190,000 tested, 0.12% active. Q16548. inhibition, % at 10 µM. Bead-based flow cytometry, Bim-Bfl-1 binding inhibition;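 further: 0% = wells without compound plus tracer and 100% = blocker peptide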
RGS4-Gao reg = modulates binding of RGS4 to human Galphao; P09471; Multiplexed bead flow cytometry; actives lie on both sides; binding response (% of control), % at 10 µM; 220,000 tested, 0.33% active; in the data active means binding response below about 49% or above about 150%; inactive means in between;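 further: fluorescent Galphao activated with aluminum fluoride binding bead-coupled RGS4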
Bcl-2 Bim block = disrupts Bim peptide binding to human Bcl-2. AID 950. Bead-based flow cytometry, Bim peptide-Bcl-2 binding. 190,000 tested, 0.06% active. inhibition, % at 10 µM; in the data active means inhibition above about 40%; inconclusive means no clear call, values can overlap the other calls;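 further: 0% = no compound wells with probe peptide and 100% = reference peptide inhibitor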
Target sequence (P10415 whole entry, looked up): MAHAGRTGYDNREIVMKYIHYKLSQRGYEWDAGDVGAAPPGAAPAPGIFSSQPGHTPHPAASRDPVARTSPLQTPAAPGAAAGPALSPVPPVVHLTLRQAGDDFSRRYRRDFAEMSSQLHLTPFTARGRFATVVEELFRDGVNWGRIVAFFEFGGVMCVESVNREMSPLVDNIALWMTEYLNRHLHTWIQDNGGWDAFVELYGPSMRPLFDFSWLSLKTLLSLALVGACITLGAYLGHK
Mcl-1 Bim block = disrupts Bim peptide binding to human Mcl-1; AID 1009; Q07820; Bead-based flow cytometry, Bim peptide-Mcl-1 binding; 190,000 tested, 0.1% active; inhibition, % at 10 µM;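 further: 0% = no compound tracer wells and 100% = peptide blocker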
Target sequence (Q07820 whole entry, looked up): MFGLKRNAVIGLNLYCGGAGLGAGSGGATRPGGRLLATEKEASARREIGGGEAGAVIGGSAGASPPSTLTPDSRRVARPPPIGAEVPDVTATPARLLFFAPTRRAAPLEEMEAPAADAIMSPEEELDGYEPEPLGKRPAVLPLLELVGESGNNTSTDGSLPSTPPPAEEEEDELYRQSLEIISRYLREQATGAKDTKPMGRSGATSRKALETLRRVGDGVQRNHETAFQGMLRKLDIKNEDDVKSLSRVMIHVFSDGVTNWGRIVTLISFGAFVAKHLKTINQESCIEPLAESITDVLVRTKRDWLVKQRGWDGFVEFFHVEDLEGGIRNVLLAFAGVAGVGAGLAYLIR
Mcl1-Bid inh = Mcl-1/Bid interaction inhibition; TR-FRET Mcl-1/Bid-Dy647 peptide binding, 1536-well; inhibition, % at 21.7 µM; 220,000 tested, 0.97% active;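 active means compounds that cut the binding signal by more than half at the single screening dose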;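 further: His-tagged Mcl-1 with europium anti-His antibody binding Bid BH3 peptide; 0% = Mcl-1 plus peptide wells and 100% = peptide-only wells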
RGS8-Gao = human RGS8-Galphao interaction regulation | P09471 | multiplexed bead flow cytometry, RGS8-Galphao binding; actives lie on both sides | response (percent of control binding), % at 10 µM | 220,000 tested, 0.34% active; in the data active means response below about 60% or above about 140%; inactive means in between;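 further: Galphao activated as the GDP aluminium fluoride complex binding bead-coupled RGS8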
Bim-Bcl-XL = inhibitors of Bim-Bcl-XL interaction, human | Q07817 | Bim peptide-Bcl-XL binding, bead flow cytometry, fluorescence | inhibition, % at 10 µM | 190,000 tested, 0.04% active
Bcl-B Bim block = disrupts Bim peptide binding to human Bcl-B. inhibition, % at 10 µM. bead-based flow cytometry. 190,000 tested, 0.073% active. Q9HD36;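 further: 0% = tracer peptide without compound and 100% = reference inhibitor peptide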
Target sequence (Q9HD36 whole entry, looked up): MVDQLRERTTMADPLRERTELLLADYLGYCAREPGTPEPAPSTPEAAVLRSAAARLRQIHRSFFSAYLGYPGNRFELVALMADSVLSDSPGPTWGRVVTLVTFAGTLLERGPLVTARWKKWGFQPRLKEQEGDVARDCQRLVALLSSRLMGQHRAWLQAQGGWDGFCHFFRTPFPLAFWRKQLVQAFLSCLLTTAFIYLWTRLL
Mcl1 Noxa PPI = Mcl-1/Noxa interaction inhibition; Q07820; TR-FRET Mcl-1/Noxa peptide binding, 2 h; inhibition, % at 21.7 µM; 220,000 tested, 1.5% active; AID 1022;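 active means compounds that cut the protein-peptide binding signal by more than 50% relative to plate controls in a single-dose test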;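 further: His-tagged Mcl-1 with rhodamine Noxa BH3 peptide and terbium anti-His antibody; 0% = Mcl-1 plus Noxa peptide wells and 100% = peptide-only wells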
Numbers without * were called inactive; ? = inconclusive; . = not tested or not shown; [ ] = another dose, or the depositor's remark. Unless noted, no stated cut-off is given here; in the data, active means inhibition above about 40%.

Order of results: RGS7-Gao reg	Bcl-W Bim block	Bfl-1 Bim block	RGS4-Gao reg	Bcl-2 Bim block	Mcl-1 Bim block	Mcl1-Bid inh	RGS8-Gao	Bim-Bcl-XL	Bcl-B Bim block	Mcl1 Noxa PPI
O=C(Nc1ccccc1N1CCCC1)c1ccc([N+](=O)[O-])cc1Cl
 : 96.9	-1.0	9.0	98.6	6.0	1.0	-26.9	101.0	0.0	4.0	11.7
CCn1c(=O)c(C(=O)NCCc2ccccc2)c(O)c2ccccc21
 : 98.4	4.0	-11.0	102.9	-11.0	-4.0	7.5	104.1	-4.0	-12.0	35.0
CC(C)(C)N(Cc1ccccc1)C(=O)COC(=O)CCc1c[nH]c2ccccc12
 : 100.9	-2.0	-1.0	101.2	0.0	-7.0	-18.9	100.1	-6.0	0.0	-10.8
O=C(Nc1ccc(Cl)c(-c2nc3ccccc3[nH]2)c1)c1cccnc1
 : 103.7	-5.0	-9.0	100.9	-8.0	-11.0	-11.4	97.5	-10.0	-11.0	10.4
COc1cc(OC)cc(C(=O)Nc2nc3ccc(S(C)(=O)=O)cc3s2)c1
 : 99.5	3.0	0.0	98.4	1.0	0.0	15.5	100.1	3.0	3.0	-19.1
Cc1cc(NC(=O)CSc2nc(-c3ccc(F)cc3)cs2)no1
 : 85.4	-1.0	-1.0	87.0	-3.0	1.0	-41.1	90.7	0.0	0.0	85.7*
COc1ccccc1-c1ccc(=O)n(CC(=O)Nc2ccc(C(=O)N3CCCC3)cc2)n1
 : 101.0	0.0	-13.0	103.3	-8.0	0.0	-19.5	98.6	6.0	-8.0	-1.6
Cc1cc(C)nc(SCc2ccc(C(=O)N/N=C/c3cccnc3)cc2)n1
 : 101.4	0.0	0.0	101.4	0.0	3.0	-7.9	104.3	0.0	0.0	-8.6
COc1ccc(C2/C(=C(/O)c3ccc(C)cc3)C(=O)C(=O)N2C)cc1 (centres undefined)
 : 97.7	-2.0	-18.0	99.5	-8.0	-4.0	6.8	98.5	-5.0	-11.0	13.8
Cc1cccc(C(=O)NC2CCN(C(=O)Nc3ccccc3C)CC2)c1
 : 96.1	3.0	-1.0	101.0	1.0	0.0	-7.8	103.3	0.0	1.0	9.8
CCSc1nc(=S)n(CC)c(C)c1C(C)=O
 : 100.4	0.0	-16.0	101.5	-10.0	2.0	-18.1	100.4	-1.0	-8.0	-0.9
CN1CCN(CCNC(=O)c2cn(Cc3ccccc3F)nn2)CC1
 : 109.1	7.0	-4.0	106.3	0.0	17.0	-20.2	105.1	0.0	-1.0	-25.4
CCc1nc2sc3c(c2c(=O)o1)CCCC3
 : 93.3	-3.0	1.0	91.6	-3.0	-5.0	-24.6	88.0	-3.0	-1.0	9.1
Cc1nnc(SCC(=O)Nc2ccc(Cl)cn2)[nH]c1=O
 : 99.4	0.0	4.0	91.5	-2.0	0.0	2.3	95.7	2.0	3.0	28.9
O=C(Nc1cc(Cl)ccc1Oc1ccccc1)c1ccccc1F
 : 95.4	-2.0	-3.0	96.5	-9.0	-1.0	-15.8	101.2	-5.0	-7.0	-0.5
CCOc1cc(CNCCc2ccccc2)ccc1OCC(=O)NC(C)(C)C
 : 107.9	0.0	4.0	103.5	3.0	-4.0	-67.3	110.0	-2.0	0.0	2.3
O=C(O)COCC(=O)Nc1ccccc1-c1ccccc1
 : 103.2	1.0	-2.0	106.9	0.0	0.0	-15.3	103.0	-1.0	-2.0	17.3
CC(C)CN1C(=O)c2ccc(C(=O)Nc3c[nH]c(=O)[nH]c3=O)cc2C1=O
 : 105.0	2.0	-5.0	98.2	-1.0	1.0	-26.5	98.9	0.0	-3.0	-2.7
CCN1C(=O)/C(=c2\sc3nc(=O)c(Cc4ccccc4)nn3c2=O)c2ccccc21
 : ?	.	.	96.2	.	.	-94.1	94.5	.	.	26.4
COc1ccc(NC(=O)COC(=O)c2ccc([N+](=O)[O-])o2)cc1Cl
 : ?	0.0	-5.0	104.2	0.0	0.0	-28.1	100.8	0.0	0.0	-0.1
CC(Oc1ccc(-c2ccccc2)c(F)c1)c1ccn(S(=O)(=O)c2ccc(F)cc2)n1 (centres undefined)
 : 81.7	12.0	4.0	78.7	6.0	10.0	-2.5	70.8	13.0	9.0	13.6
C=C(C)COc1ccc2c(CC)cc(=O)oc2c1
 : 98.6	-3.0	-5.0	101.9	0.0	0.0	-11.4	100.6	-4.0	-3.0	-4.1
Cc1onc(-c2c(F)cccc2Cl)c1C(=O)OCC(=O)NC(=O)NCC(C)C
 : 103.4	1.0	-5.0	103.5	-4.0	0.0	-5.8	103.8	-1.0	-3.0	7.5
CCNC(=S)N(CCN(C)C)Cc1cc2cc(OCC)ccc2[nH]c1=O
 : 104.8	-7.0	0.0	106.7	-6.0	-2.0	-27.4	102.8	-1.0	-3.0	6.4
CCCC(=O)Nc1ccc(N2CCCCC2)cc1
 : 99.3	1.0	1.0	96.1	0.0	0.0	-33.1	90.6	0.0	0.0	12.2
O=C(CC(Nc1ccc(Cl)cc1)C(=O)O)c1ccccc1 (centres undefined)
 : 97.3	-4.0	0.0	100.5	0.0	-3.0	-18.9	103.1	0.0	-5.0	23.2
CC1(C(=O)N(Cc2ccccc2)Cc2ccccc2)CC1(Br)Br (centres undefined)
 : 94.8	-3.0	-2.0	91.8	-3.0	-4.0	-4.4	85.8	-1.0	-6.0	8.4
Cc1cc(C)cc(C(=O)N2CCC(C(N)=O)CC2)c1
 : 102.0	0.0	0.0	101.4	-1.0	-1.0	-11.6	103.8	0.0	-1.0	-6.0
CCOc1ccccc1OCC(=O)Nc1ccc(Cl)cc1Cl
 : 110.5	2.0	0.0	108.4	0.0	2.0	4.5	103.2	-1.0	0.0	16.4
C/C=C(\C)c1nnc(NC(=O)OCC)s1
 : 95.6	1.0	-6.0	94.9	0.0	3.0	0.5	99.1	1.0	2.0	11.1

Reprinted from the part before: two compounds; new compounds follow.
Order of results: RGS7-Gao reg	Bcl-W Bim block	Bfl-1 Bim block	RGS4-Gao reg	Bcl-2 Bim block	Mcl-1 Bim block	Mcl1-Bid inh	RGS8-Gao	Bim-Bcl-XL	Bcl-B Bim block	Mcl1 Noxa PPI
CCOc1ccccc1OCC(=O)Nc1ccc(Cl)cc1Cl
 : 110.5	2.0	0.0	108.4	0.0	2.0	4.5	103.2	-1.0	0.0	16.4
C/C=C(\C)c1nnc(NC(=O)OCC)s1
 : 95.6	1.0	-6.0	94.9	0.0	3.0	0.5	99.1	1.0	2.0	11.1
COC(=O)C1CCN(S(=O)(=O)c2ccc(NC(C)=O)cc2)CC1
 : 109.0	-4.0	-14.0	110.9	-10.0	-4.0	-5.4	105.0	-10.0	-8.0	20.8
COc1cc(NC(=O)c2ccc([N+](=O)[O-])cc2)ccc1NC(=O)C(C)C
 : 91.8	0.0	0.0	98.5	-2.0	-9.0	0.4	97.9	0.0	5.0	-19.7
O=C(Oc1ccccc1C(=O)N1CCOCC1)c1ccc(Br)cc1
 : 97.6	0.0	-1.0	99.2	-1.0	-3.0	-7.3	98.6	-2.0	0.0	11.1
CC12CN3CC(C)(CN(C1)C3c1ccc(Cl)cc1Cl)C2=O (centres undefined)
 : 97.9	1.0	-12.0	98.2	-8.0	-1.0	-0.1	99.2	-2.0	-4.0	2.6
COc1ccc(C(=O)CSc2nc(N)nc(SC)c2C#N)cc1
 : 99.2	1.0	-4.0	98.5	-7.0	-1.0	-37.7	97.9	1.0	-1.0	-129.7
CC(C)C[C@H](NS(=O)(=O)c1ccc(Br)cc1)C(=O)O
 : 99.5	6.0	-10.0	101.2	-4.0	-3.0	-0.8	102.0	-3.0	-4.0	0.7
O=C(COc1ccc(Cl)cc1Cl)c1ccc[nH]1
 : ?	.	.	102.0	.	.	-3.0	102.6	.	.	3.5
Cc1ccc(SCCC(=O)NCc2ccncc2)cc1
 : 102.7	-3.0	-4.0	101.5	-7.0	-2.0	-19.4	102.4	0.0	-2.0	0.7
CCc1nc(N)c(C#N)c(-c2ccco2)c1C
 : 103.2	0.0	0.0	101.6	1.0	-3.0	-10.2	97.8	0.0	-5.0	0.0
Cc1cccc(OCC(=O)NNC(=O)Nc2cccc(Cl)c2)c1C
 : 95.5	0.0	0.0	98.1	-2.0	-1.0	-21.0	102.2	0.0	0.0	-11.3
Cc1cccc(-c2nc(C#N)c(NCc3ccco3)o2)c1
 : ?	.	.	97.7	.	.	-11.3	100.6	.	.	-0.4
Nc1cc2ccncc2c2ccccc12
 : ?	.	.	113.2	.	.	-13.6	101.0	.	.	22.9
O=C(COC(=O)[C@@H]1CCCN1C(=O)c1cccs1)Nc1ccc(F)cc1[N+](=O)[O-]
 : 98.7	3.0	8.0	100.8	0.0	0.0	13.5	95.1	1.0	3.0	-1.3
Cc1cc(Cl)ccc1OCC(=O)OC(C)C(=O)N(C)C (centres undefined)
 : 102.6	-4.0	-18.0	100.2	-7.0	-4.0	-6.6	102.8	-4.0	-7.0	17.4
O=C1/C(=C\c2cccs2)SC(=S)N1C1CCS(=O)(=O)C1 (centres undefined)
 : 99.0	-2.0	-4.0	101.2	0.0	0.0	-27.3	102.9	-1.0	-8.0	-7.7
Cc1ccc(NC(=O)COC(=O)Cn2c(C)csc2=O)cc1C
 : 104.0	0.0	-13.0	104.7	-10.0	0.0	-4.5	106.2	-1.0	-4.0	-7.3
Cc1cc(=O)[nH]c(=S)[nH]1
 : 107.6	0.0	0.0	105.4	2.0	-3.0	-16.9	104.8	-3.0	-10.0	4.3
Cc1ccc(-c2ccc(CCC(=O)O)n2C(C)C)cc1
 : 92.1	1.0	0.0	93.0	-1.0	0.0	-30.5	96.5	0.0	2.0	29.5
CC(=O)Nc1ccc(NC(=O)CN2CCN(c3cccc(C(F)(F)F)c3)CC2)cc1
 : 120.1	-2.0	-12.0	137.3	-7.0	-2.0	-18.5	105.2	-14.0	-13.0	8.4
Cc1cc(NC(=O)c2cc(C3CC3)on2)n(-c2ccccc2)n1
 : 97.7	1.0	-7.0	101.1	-7.0	1.0	-26.5	96.2	-3.0	-3.0	-9.3
CCN1C(=O)CC(NCc2ccc3c(c2)OCO3)C1=O (centres undefined)
 : 98.5	0.0	-11.0	99.3	-2.0	2.0	-35.1	100.0	-2.0	-4.0	-10.6
O=c1oc2ccccc2c(N2CCCC2)c1[N+](=O)[O-]
 : 156.6*[activator]	0.0	-3.0	157.4*[activator]	-1.0	2.0	-11.6	160.7*[activator]	0.0	-6.0	-9.2
CC(=O)c1ccc(OC(=O)c2ccc(Br)o2)cc1
 : 105.0	0.0	-16.0	100.3	-9.0	0.0	12.0	102.8	-7.0	-8.0	7.1
CC(C)CC(=O)Nc1nnc(SCC(=O)Nc2ccc3c(c2)OCO3)s1
 : 119.8	-3.0	-6.0	114.6	-6.0	-2.0	12.2	121.2	-8.0	-3.0	3.4
CC1(C)C(=O)OC(c2cccs2)C2(CCCCC2)C1=O (centres undefined)
 : 88.9	-1.0	-20.0	91.0	-8.0	0.0	-16.5	97.3	-4.0	-7.0	12.0
COc1ccc(S(=O)(=O)NC(C(=O)NCCc2ccccn2)C(C)C)cc1 (centres undefined)
 : 100.2	-5.0	-8.0	94.1	-3.0	-1.0	-6.5	99.3	-2.0	-1.0	16.5
